High-throughput results from PubChem BioAssay.
CD11b adhes inh = blocks human CD11b/CD18 adhesion to fibrinogen; 93,000 compounds, 0.54% hits; P05107+P11215; AID 1497; inhibition, % at 10 µM; K562 CD11b/CD18 adhesion to fibrinogen, ATPlite luminescence; Mn2+ added to activate the integrin;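 active means primary inhibition of 50% or more at 10 µM, then 40% or more on retest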; further: some results filed as inactive read as strong as hits
Target sequence (P05107 whole entry, looked up, other chains not shown): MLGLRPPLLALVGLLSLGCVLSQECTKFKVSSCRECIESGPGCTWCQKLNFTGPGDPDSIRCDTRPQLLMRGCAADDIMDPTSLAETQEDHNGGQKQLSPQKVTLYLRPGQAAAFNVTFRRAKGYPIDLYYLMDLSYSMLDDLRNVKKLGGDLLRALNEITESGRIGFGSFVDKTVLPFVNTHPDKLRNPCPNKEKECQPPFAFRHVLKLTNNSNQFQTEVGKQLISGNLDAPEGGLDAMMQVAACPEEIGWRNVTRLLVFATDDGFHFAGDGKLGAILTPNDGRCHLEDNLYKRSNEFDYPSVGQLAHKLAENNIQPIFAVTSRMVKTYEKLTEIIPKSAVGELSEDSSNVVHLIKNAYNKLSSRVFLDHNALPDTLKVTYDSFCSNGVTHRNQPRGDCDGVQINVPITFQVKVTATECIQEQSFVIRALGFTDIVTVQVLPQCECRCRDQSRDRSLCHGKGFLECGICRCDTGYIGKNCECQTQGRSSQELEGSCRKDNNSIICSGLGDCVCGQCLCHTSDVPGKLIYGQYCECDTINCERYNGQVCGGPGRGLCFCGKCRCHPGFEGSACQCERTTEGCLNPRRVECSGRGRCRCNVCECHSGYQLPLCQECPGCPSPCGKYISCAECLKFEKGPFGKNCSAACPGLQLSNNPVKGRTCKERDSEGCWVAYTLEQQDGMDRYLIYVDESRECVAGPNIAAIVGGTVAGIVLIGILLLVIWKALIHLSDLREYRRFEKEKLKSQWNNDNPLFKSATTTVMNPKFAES
ERa SRC1 inh = ER-alpha (human) coactivator binding inhibition | TR-FRET ER-alpha LBD / SRC-1 peptide, estradiol-bound | inhibition, % at 25.6 µM | 86,000 compounds, 1.7% hits; in the data active means inhibition above about 50%;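 further: 0% = receptor plus peptide control and 100% = peptide only without receptor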
H69AR growth 86K = growth inhibitors of human H69AR lung tumor cells | H69AR lung tumor viability, ATP luminescence, 72 h; hits give low values | viability, % at 10 µM | 85,000 compounds, 6% hits;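 active means viability at or below 40%; inactive means viability above 40%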;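 further: multidrug resistant small cell line overexpressing MRP-1 efflux transporter; 100% = mean luminescence of untreated control wells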
Fibroblast inh = blocks proliferation of human lung fibroblasts. LL 47 human lung fibroblast viability, ATP luminescence; hits give low values. viability, % at 10 µM. 85,000 compounds, 1.1% hits. AID 719;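 active means viability at or below 50% in the single dose screen; inactive means viability above 50%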;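 further: compound exposure lasted 72 h before the ATP readout; 100% = median luminescence of untreated cell-only wells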
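material = human LL 47 lung fibroblast cells | dosing = compounds added from tenfold dosing solution, 0.1% DMSO final | timing = overnight cell rest, 72 h compound treatment at 37 °C | measured by = CellTiter-Glo luminescence measuring cellular ATP | evaluation = % viability versus median cells-only luminescence | control set = cell-only wells, no compound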
ERa SRC1 pot = ER-alpha (human) coactivator binding potentiation. P03372. TR-FRET ERalpha-LBD/SRC-Cy5 coactivator binding, 2 h; 100 = basal binding, no effect. coactivator binding (% of control), % at 25.6 µM. 86,000 compounds, 1.3% hits; in the data active means activity above about 200%;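 further: binding measured in presence of low estradiol as agonist stimulus; 0% = peptide alone without receptor and 100% = receptor with peptide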
Mac1 fbg enh = enhancers of human CD11b/CD18 binding to fibrinogen; P05107+P11215; K562 CD11b/CD18 adhesion to fibrinogen, ATPlite luminescence; activation, % at 10 µM; 93,000 compounds, 0.07% hits;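 active means 10 µM primary screen giving 50% or more activity, confirmed by 40% or more on retest at that dose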; further: strong numbers were not always called active
HUVEC inhibit = blocks proliferation of human endothelial cells; 86,000 compounds, 1.1% hits; viability, % at 10 µM (by protocol); HUVEC proliferation, CellTiter-Glo luminescence, 72 h; hits give low values;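 active means viability at or below 30%; inactive means viability above 30%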;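 further: 100% = median luminescence of DMSO-only cell control wells on each plate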
CYP2C19 inh = inhibitors of human CYP2C19 | P33261 | inhibition, % at 5 µM | 96,000 compounds, 21% hits | CYP2C19 Supersomes, luciferin-H EGE luminescence, 30 min;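 active means CYP2C19 inhibition above a set limit at 5 µM in the primary screen, cut at about 50% in these data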;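 further: plate controls were negative control wells for no effect and 2.5 mM tranylcypromine positive control for full effect; values of inactives mirror those of a sister screen read the other way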
CYP2C19 act = activators of human cytochrome P450 2C19. recombinant CYP2C19, luciferin-H EGE luminescence; hits give high values; 0 = fully inhibited enzyme, 1 = untreated enzyme. activation factor at 5 µM. 96,000 tested, under 10 active;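 active means activation factor of at least 2 at 5 µM in the primary screen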;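 further: 0 = wells with 2.5 mM tranylcypromine and 1 = vehicle-only wells; values of inactives mirror those of a sister screen read the other way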
An asterisk follows results filed as active; x = no result given; [ ] = another dose, or the depositor's remark.

Below each compound – ERa SRC1 pot	CYP2C19 act	Fibroblast inh	H69AR growth 86K	HUVEC inhibit	CD11b adhes inh	Mac1 fbg enh	ERa SRC1 inh	CYP2C19 inh
CC(C)(C)n1nnnc1C(c1cccnc1)N1CCN(c2ccccc2F)CC1 (stereo not drawn)
 : 106	x	100	82	89	x	x	-5	x
COC(=O)c1cc(OC)c(OC)cc1NC(=O)CN1C(=O)c2ccccc2C1=O
 : 102	1.1	111	110	92	-17	-1	4	-6
COc1cccc2c(C)nc(Nc3nc(CSc4nnc(C)s4)cc(=O)[nH]3)nc12
 : 120	1	x	60	46	-24	-3	11[fluorescence artefact?]	4
CC(C(=O)NCc1ccco1)n1cc(C(=O)c2ccco2)c2ccccc21 (stereo not drawn)
 : 111	0.8	94	81	91	-6	-3	1	20
COc1cc(-c2nn3c(COc4ccccc4)nnc3s2)cc(OC)c1OC
 : 193	0.9	85	89	82	-8	-1	0	12
COc1cc(CN2CCC(C(=O)N3CCN(c4ccccc4F)CC3)CC2)cc(OC)c1OC
 : 127	0.8	93	90	85	-26	7	2[fluorescence artefact?]	16
O=C(NC1CC2CCCC(C1)N2C(=O)Nc1ccccc1)c1ccncc1 (stereo not drawn)
 : 98	0.1	99	89	80	-9	4	3[fluorescence artefact?]	92*
CCS(=O)(=O)N1CCCC(C(=O)NCCCOC(C)C)C1 (stereo not drawn)
 : 112	0.9	95	97	94	x	x	0	12
CCOC(=O)c1cc2sc(C)cc2n1CC(=O)NCCc1ccccc1
 : 932*[fluorescence artefact?]	0	101	27*	82	-22	4	-41[fluorescence artefact?]	100*
Cc1ccc(C)c(OCC(=O)O/N=C(\N)c2ccccn2)c1
 : 103	1.1	97	100	99	12	-3	-9	-8
COC(=O)C1CCN(C(c2cccs2)c2sc3nc(C)nn3c2O)CC1 (stereo not drawn)
 : 113	0.5	93	93	93	-33	-5	-3	47
O=C(Oc1ccccc1)Oc1ccc2c(c1)oc(=O)c1ccccc12
 : x	1.1	x	x	x	-7	-5	x	-11
O=C(N1CCCCCC1)N1CCN(S(=O)(=O)N2CCCCC2)CC1
 : 101	0.7	96	68	95	-9	8	3	32
COC(=O)c1cccc(Cn2nnc3ccccc3c2=O)c1
 : 109	0.5	x	94	94	-18	9	-14	51*
Cc1c(C)c2cc(Cl)c(O)c(CN(C)C)c2oc1=O
 : 120[fluorescence artefact?]	0.9	96	92	104	-25	2	2	7
CCOC(=O)C1=C(N)Oc2cc(C)n(CCc3ccc(OC)c(OC)c3)c(=O)c2C1c1cccnc1 (stereo not drawn)
 : 107	0.6	105	86	94	7	-4	9	36
CCN(CC)C(=O)CSc1nc2ccccc2c(=O)n1CC1CCCCC1
 : 98	0.7	90	69	102	4	-4	-3	33
CC(C)OC(=O)NC(C)(C)COC(=O)Nc1cccc(Cl)c1
 : 104	x	107	87	91	x	x	-5	x
Clc1ccc(CSc2nnc(CN3CCOCC3)n2-c2ccccc2)cc1Cl
 : x	0.2	x	x	x	0	-3	x	84*
CN1CCN(C(=O)c2ccccc2-c2nc(-c3ccc(Cl)cc3)no2)CC1
 : 101	0.7	89	57	92	-2	4	-5	27
CCOc1cc(S(=O)(=O)NC2CC(C)(C)NC(C)(C)C2)ccc1F
 : 110	1.1	96	92	93	7	-10	-6	-5
COc1ccccc1CNC(=O)c1cccc(N(C)C)c1
 : 117[fluorescence artefact?]	0.7	105	93	79	-14	-4	1[fluorescence artefact?]	32
CC1(C)CC(=O)CC(C)(C)N1OC(=O)c1ccncc1
 : 90[fluorescence artefact?]	0.3	100	96	100	-12	-1	8	67*
Cc1cc(C(c2nnnn2Cc2ccccc2)N2CCOCC2)c(C)n1-c1ccc2c(c1)OCO2 (stereo not drawn)
 : 115	0	63	55	85	-2	2	2	96*
O=C(NCC1CCCO1)c1ccccc1-c1nc(-c2ccccc2)no1 (stereo not drawn)
 : 109	0.8	90	86	85	-5	-2	3	24
Cn1ncc(C#N)c1/N=C/N1CCOCC1
 : 94	1.1	x	101	90	-12	-2	-8	-13
CCN(CC)CCN1C(=O)C(=O)/C(=C(/O)c2cnn(-c3ccccc3)c2C)C1c1ccc(C)o1 (stereo not drawn)
 : 121	1.1	102	94	110	-15	-2	-11	-14
CCOC(=O)N1CCN(C(=O)CSc2nnc(COc3ccc(Cl)cc3)o2)CC1
 : 119[fluorescence artefact?]	1	99	104	107	9	-3	3	3
CCOC(=O)c1ccccc1NC(=O)COc1ccccc1
 : 87	0.8	93	73	85	-10	7	21	16
CC1(C)Cc2nc3oc4c(N(CCO)Cc5ccccc5)ncnc4c3cc2CO1
 : 120	0.7	95	56	59	-9	1	6[fluorescence artefact?]	27
O=C(CCCCCC(=O)N(CCO)CCO)N(CCO)CCO
 : 121	1	94	26*	96	9	1	-7	-1
CC1=NN(C(=O)Cc2ccc([N+](=O)[O-])cc2)C(O)(c2ccccc2)C1 (stereo not drawn)
 : 106	0.4	95	94	109	-6	0	-1	59*
COC(=O)c1sc2ncccc2c1OCc1ccc(Cl)cc1Cl
 : x	1	x	x	x	-25	4	x	-2
O=c1c[n+]([O-])c2ccccc2n1OCc1ccccn1
 : 101	1	116	94	110	3	-4	-1	-4
COc1ccc(NC(=O)c2ccc3c(c2)C(=O)N(Cc2cccnc2)C3=O)cc1
 : 108	1	100	99	98	1	2	-18	0
O=[N+]([O-])c1ccc2n[nH]nc2c1
 : 97[fluorescence artefact?]	0.8	103	90	87	2	1	-2	16
CC(C)=CCC/C(C)=C/CCC(C)NCCN1CCNCC1 (stereo not drawn)
 : 201*[fluorescence artefact?]	0.7	14*	52	61	1	0	5	30
COc1ccc(-n2c(=O)c3c4c(sc3n3c(C)nnc23)CC(C)CC4)cc1 (stereo not drawn)
 : 85	x	88	68	86	x	x	10	x
Oc1ccc(N=Cc2ccc(-c3cccs3)s2)cc1
 : 34[fluorescence artefact?]	1	x	68	100	0	-4	33[fluorescence artefact?]	-1
O=C(O)CCc1ccc(-c2ccc(F)cc2)n1CCC(=O)O
 : 110	1	107	99	91	2	3	3	4
O=C(Nc1cc(C(=O)N2CCCC2)ccc1N1CCCC1)c1ccccc1F
 : 112[fluorescence artefact?]	1	100	90	103	-11	5	0	-2
COc1ccc(Cl)cc1NC(=O)N1CCN(CCc2ccccc2)CC1
 : 107	0.3	91	72	82	-7	5	-8	73*
Nc1nc(SCCN2C(=O)c3ccccc3C2=O)n[nH]1
 : 114	1.1	100	99	102	-36	-3	-12	-12
Fc1ccc(C(c2nnnn2C2CCCC2)N2CCN(Cc3ccccc3)CC2)cc1 (stereo not drawn)
 : 109	0.6	91	94	85	0	-1	7[fluorescence artefact?]	36
COC(=O)c1ccccc1NC(=O)C1CCCC1
 : 113	0.4	93	98	89	2	-4	-5	57*
O=S(=O)(Nc1ccc(Oc2ncccn2)c(Cl)c1)c1ccc(Cl)cc1
 : 95	0	104	88	99	-2	-1	2[fluorescence artefact?]	99*
CC(C)c1cc(C(=O)Nc2cc(Cl)ccc2O)no1
 : 106	0.9	99	72	112	5	-5	0	14
c1cncc(-c2nnc(-c3cccnc3)nn2)c1
 : 124	0.9	59	3.7*	3.9*	-7	-4	-15	12
Cc1c(C(=O)Nc2cccc(C(F)(F)F)c2)oc2ccc(S(=O)(=O)N3CCOCC3)cc12
 : 117	1	70	51	75	6	-2	-6	4
Clc1cccc(CSc2nnc(-c3c[nH]c4ccccc34)o2)c1
 : x	1	x	x	x	-2	2	x	-2
Cc1cccc(-n2ncc3c(N(CCO)CCO)ncnc32)c1
 : 130[fluorescence artefact?]	x	91	89	94	x	x	-25[fluorescence artefact?]	x
O=c1cc(CN2CCN(c3ccccc3O)CC2)nc2sccn12
 : x	0.9	x	x	x	-36	8	x	6
Cc1ccc(OC(=O)NC2CCS(=O)(=O)C2)cc1C (stereo not drawn)
 : 124	1	100	87	93	-36	-2	-2	1
CCCCS(=O)(=O)Nc1ccc2c(c1)ncn2C1CCCCC1
 : 91	0.9	95	87	103	36	3	6	11
Cc1cc(C)nc(NC(=O)C(C)N2C(=O)c3ccccc3C2=O)n1 (stereo not drawn)
 : 122[fluorescence artefact?]	1.2	98	92	88	6	-5	-4	-21
O=C(CN1C(=O)NC2(CCCC2)C1=O)NCCC1=CCCCC1
 : 100	0.8	99	111	95	x	x	7	17
O=C1NNC(=O)C2C3C=CC(C4CC34)C12 (stereo not drawn)
 : 106	1	106	98	99	-1	-6	2[fluorescence artefact?]	4
CCc1ccccc1NC1c2ccccc2C(=O)N1c1cccnc1 (stereo not drawn)
 : 121	0.2	91	77	95	-14	-4	-8	82*
COc1ccc(C2CC(=O)C3=C(C2)NC(C)=C(C#N)C3c2ccc(N(C)C)cc2)cc1 (stereo not drawn)
 : 139[fluorescence artefact?]	0.4	100	99	103	2	-2	-15[fluorescence artefact?]	64*
C=CCn1c(SCCOc2ccc(OC)cc2)nnc1C(CO)NC(=O)c1ccc(OC)cc1 (stereo not drawn)
 : 105	0.5	92	101	97	-12	3	-4	46

Later entries.
Below each compound – ERa SRC1 pot	CYP2C19 act	Fibroblast inh	H69AR growth 86K	HUVEC inhibit	CD11b adhes inh	Mac1 fbg enh	ERa SRC1 inh	CYP2C19 inh
O=C1CC(SCCc2nc3ccccc3[nH]2)C(=O)N1c1ccc(Cl)cc1 (stereo not drawn)
 : x	0.8	x	x	x	18	-1	x	20
O=C(CCS(=O)(=O)c1cc(Br)cc2c1N(C(=O)C1CC1)CC2)NCc1ccco1
 : x	0.5	x	x	x	-24	-2	x	48
CC1CCCCN1CCNC(=O)c1cnn2ccccc12 (stereo not drawn)
 : 123	1.1	98	100	101	-5	-1	0	-9
COc1ccc(CNC(=O)C2CCN(C(=O)N(C)C)CC2)c(OC)c1
 : 98	1.1	114	97	92	-45	-4	7	-8
CC1=C(C(=O)Nc2ccc(Cl)cc2)C(c2cccs2)n2nnnc2N1 (stereo not drawn)
 : 92	1	97	78	85	x	x	-2	4
CC1CCC(NC(=O)CC(C)(C)Cc2nc3ccccc3c(=O)[nH]2)CC1 (stereo not drawn)
 : 101	0.6	97	25*	71	x	x	0	44
COc1ccc(Br)cc1/C(C)=N/NC1=NCCN1
 : 97	0.9	89	48	85	74*	-6	32[fluorescence artefact?]	9
O=C(CSc1nnc(-c2cccs2)o1)N1CCc2ccccc21
 : 130	0.8	95	87	101	-12	-2	-7[fluorescence artefact?]	24
O=C(C1CCN(CC2CCCCC2)CC1)N1CCCC1
 : 110[fluorescence artefact?]	x	100	102	96	x	x	-9	x
Cc1ccc(-n2nc3c(c2NC(=O)c2c(-c4ccccc4Cl)noc2C)CSC3)cc1
 : 121	0.8	100	76	87	1	72*	-3	22

4 entries out of the list, arranged by formula weight, falling:
Below each compound – ERa SRC1 pot	CYP2C19 act	Fibroblast inh	H69AR growth 86K	HUVEC inhibit	CD11b adhes inh	Mac1 fbg enh	ERa SRC1 inh	CYP2C19 inh
CC1=C(C(=O)Nc2ccc(Cl)cc2)C(c2cccs2)n2nnnc2N1 (stereo not drawn)
 : 92	1	97	78	85	x	x	-2	4
CC1CCC(NC(=O)CC(C)(C)Cc2nc3ccccc3c(=O)[nH]2)CC1 (stereo not drawn)
 : 101	0.6	97	25*	71	x	x	0	44
COc1ccc(Br)cc1/C(C)=N/NC1=NCCN1
 : 97	0.9	89	48	85	74*	-6	32[fluorescence artefact?]	9
CC1CCCCN1CCNC(=O)c1cnn2ccccc12 (stereo not drawn)
 : 123	1.1	98	100	101	-5	-1	0	-9

Random draw from the library; about 26% have a hit in one of these screens.
